# PrPC TRFRET = reduces human prion protein on the cell surface; inhibition, % at 13.8 µM; 370,000 tested, 0.43% active; cell surface PrPC, TR-FRET read-out; P04156; AID 720596; in the data active means inhibition above about 24%; further: 0% = median of the test wells and 100% = reference compound wells
# CCHFV vOTU inh = CCHFV vOTU protease inhibition; Pep-AMC fluorescence; inhibition, % at 11.5 µM; 370,000 tested, 0.55% active; AID 651958; further: 0% = vehicle wells with enzyme and 100% = no enzyme wells
# FBA Mtb inh = Mtb fructose-bisphosphate aldolase inhibition; purified M. tuberculosis FBA, fluorescence read-out; AID 588726; inhibition, % at 1 µM; 360,000 tested, 2.3% active; in the data active means inhibition above about 27%;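 further: 0% = vehicle and 100% = reference inhibitor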
# Target sequence (P9WQA3 whole entry, looked up): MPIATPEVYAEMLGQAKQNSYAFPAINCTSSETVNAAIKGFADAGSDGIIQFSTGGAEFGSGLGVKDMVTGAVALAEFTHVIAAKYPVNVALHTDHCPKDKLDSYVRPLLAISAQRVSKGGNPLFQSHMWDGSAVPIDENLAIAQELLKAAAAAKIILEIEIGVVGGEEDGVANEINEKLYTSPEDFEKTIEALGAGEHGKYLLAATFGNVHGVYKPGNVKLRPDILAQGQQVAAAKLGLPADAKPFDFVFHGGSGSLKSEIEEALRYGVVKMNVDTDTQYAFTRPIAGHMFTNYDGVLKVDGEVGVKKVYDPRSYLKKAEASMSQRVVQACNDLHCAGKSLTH
# BoNT F protease = inhibitors of Botulinum neurotoxin F light chain protease; Multiplex microsphere protease cleavage assay, flow cytometry; inhibition, % at 10 µM; AID 588497; 360,000 tested, 0.22% active; in the data active means inhibition above about 35%, passing the limit was not always enough; inconclusive means no clear call, values can overlap the other calls; further: plate controls were buffer without enzyme for full effect and enzyme alone for no effect
# BoNT A protease = blocks Botulinum neurotoxin A light chain protease | inhibition, % at 10 µM | 360,000 tested, 0.17% active | multiplex microsphere protease substrate cleavage, flow cytometry | AID 588499; in the data active means inhibition above about 30%; inconclusive means no clear call, values can overlap the other calls; further: plate controls were buffer without enzyme for full effect and enzyme alone for no effect
# FadD28 FP inh = blocks FadD28 binding to the bisubstrate probe; fluorescence polarization; inhibition, % at 12.5 µM; 360,000 tested, 0.22% active; in the data active means inhibition above about 8.5%, passing the limit was not always enough; inconclusive means no clear call, values can overlap the other calls
# GDH-TPI inh = inhibits GDH-TPI coupling enzymes, artifact for Mtb FBA screen | GDH-TPI coupled enzyme counterscreen, NADH absorbance | 360,000 tested, 1.2% active | AID 588335 | inhibition, % at 4.8 µM;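 further: 0% = DMSO wells and 100% = wells lacking the enzyme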
# Mtb BioA inh = inhibitors of Mycobacterium tuberculosis BioA enzyme; 360,000 tested, 0.096% active; inhibition, % at 9.99 µM; purified M. tuberculosis BioA enzyme, plate reader; in the data active means inhibition above about 40%; inconclusive means no clear call, values can overlap the other calls
# Mtb UGM inh = Mtb UDP-galactopyranose mutase inhibition. inhibition, % at 10 µM. P9WIQ1. 320,000 tested, 0.06% active. purified UGM, fluorescence polarization probe displacement; in the data active means inhibition above about 10%, passing the limit was not always enough; inconclusive means no clear call, values can overlap the other calls
# Target sequence (P9WIQ1 whole entry, looked up): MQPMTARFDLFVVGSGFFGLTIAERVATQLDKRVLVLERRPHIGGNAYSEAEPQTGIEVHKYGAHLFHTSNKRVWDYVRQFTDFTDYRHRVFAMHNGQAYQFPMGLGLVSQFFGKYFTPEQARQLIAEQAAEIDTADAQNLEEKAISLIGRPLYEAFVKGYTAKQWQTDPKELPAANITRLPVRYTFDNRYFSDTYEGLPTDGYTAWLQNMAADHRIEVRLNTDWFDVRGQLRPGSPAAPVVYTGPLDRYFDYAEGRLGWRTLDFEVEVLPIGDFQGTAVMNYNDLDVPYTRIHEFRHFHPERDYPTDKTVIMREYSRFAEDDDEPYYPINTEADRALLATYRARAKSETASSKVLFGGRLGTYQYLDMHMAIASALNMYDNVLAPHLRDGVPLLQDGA
# Active calls of the source: *; ? = inconclusive; / = not tested or not shown. Unless noted, no stated cut-off is given here; in the data, active means inhibition above about 30%; inactive means the rest.
SMILES,PrPC TRFRET,CCHFV vOTU inh,FBA Mtb inh,BoNT F protease,BoNT A protease,FadD28 FP inh,GDH-TPI inh,Mtb BioA inh,Mtb UGM inh
Oc1c(Br)cc(Br)cc1C=Nc1cccnc1,8.3,-0.5,2.5,?,1.5,-0.2,-3.9,-1.6,0.9
CC1(C)OC(=O)C(=NNc2ccccc2[N+](=O)[O-])C(=O)O1,-14.0,30.2*,-9.8,-6.4,-0.3,-0.5,20.8,-1.2,-2.4
CC(=O)Oc1ccc(C(=O)Nc2ccccc2C(=O)N2CCCCC2)cc1,5.9,1.3,1.9,-9.2,-1.3,-4.0,-6.3,/,-0.9
OC1(c2cccc(F)c2)CCN(Cc2ccncc2)CC1,-4.1,8.0,0.6,-19.1,-0.6,-0.7,-0.6,1.3,-1.1
COCCn1c(SCC(=O)Nc2ccccc2)nnc1-c1ccoc1C,-4.2,4.4,0.7,-0.4,-2.1,-0.1,1.5,-0.9,-2.5
CCOC(=O)CNS(=O)(=O)c1ccc(S(=O)(=O)NC2CC2)cc1,-3.5,-11.8,3.0,8.3,0.9,-2.1,0.0,-2.7,1.4
Cc1onc(-c2ccccc2Cl)c1C(=O)NCc1ccccn1,-0.6,-2.6,-3.1,7.8,0.4,-3.7,-4.7,0.0,-6.9
O=C(c1cc(Cl)ccc1Cl)N1CCc2ccccc21,-2.3,-9.0,-1.5,?,4.6,-2.4,11.8,-1.4,4.1
CCN(CC(=O)Nc1ccc(NC(C)=O)cc1)C(=O)c1ccccc1SCc1c(C)noc1C,-1.9,14.7,-0.7,7.6,5.1,-2.2,-5.6,-0.9,-2.9
Cc1c(Cl)cccc1NC(=O)CCN1C(=O)C2CC=CCC2C1=O (configuration not stated),4.5,8.0,-3.0,-2.8,0.6,-2.8,0.3,-2.2,1.2
CC(C)NS(=O)(=O)c1ccc(OCC(=O)N2CCN(c3ccccc3)CC2)cc1,12.9,2.9,5.1,3.2,-0.7,-1.8,0.0,-1.1,0.5
O=C1c2ccccc2C(=O)C1c1ccc(Br)cc1,4.2,17.8,-0.7,13.1,-0.8,-4.4,-8.6,0.0,-0.7
O=C(Cn1ccn(-c2ccc(F)c(F)c2)c(=O)c1=O)NCCc1ccccc1,-9.5,16.1,2.9,-7.3,-2.2,-2.4,13.0,0.8,1.5
COCCN(C(=O)C(C)N1C(=O)c2ccccc2C1=O)c1c(N)n(CC(C)C)c(=O)[nH]c1=O (configuration not stated),-4.8,-8.6,5.7,8.9,0.0,-1.2,7.8,0.6,/
CC(C)(C)CC(C)(C)N1CNC(=S)NC1,7.4,4.8,0.7,11.6,-0.6,1.7,4.7,0.2,-0.9
CCc1nnc(NC(=O)CN2CCN(Cc3ccc(C)cc3)CC2)s1,-2.3,-10.3,-3.0,-5.9,-2.5,-2.3,12.4,-1.7,-0.7
COc1nccnc1NS(=O)(=O)c1ccc(NC(=S)NC(=O)c2ccc(F)c(F)c2)cc1,2.6,9.9,-1.0,-1.6,-0.5,-2.3,-0.4,/,-2.4
CCOC(=O)Nc1c(Cl)n(C)c(=O)n(C)c1=O,2.7,10.0,-4.5,3.3,-1.1,-2.7,-3.7,/,2.7
Cc1c(C(=O)N2CC(C)OC(C)C2)[nH]c2ccc(Br)cc12 (configuration not stated),27.6*,12.9,-1.5,25.0,-0.7,-0.5,1.3,1.6,-1.8
CC(=O)c1sc(NC(=O)c2cc(-c3ccccc3)nn2-c2ccccc2)nc1C,-0.6,-4.1,11.5,1.0,0.2,-2.0,9.4,-0.8,0.3
CCC1CCCCN1C(=O)c1cccc(S(=O)(=O)Nc2cc(C(F)(F)F)ccc2Cl)c1 (configuration not stated),10.4,10.7,2.2,-3.2,0.4,0.0,-5.4,2.7,1.9
O=C(CCCN=C1NS(=O)(=O)c2ccccc21)OCc1cc([N+](=O)[O-])cc2c1OCOC2,-1.7,-9.8,3.5,-3.0,-0.4,-1.9,23.4,/,1.8
Cc1cc(C(=O)c2ccc3ccccc3c2)c(C)o1,0.3,-4.3,1.8,7.7,0.5,-1.0,18.4,-1.3,0.5
O=[N+]([O-])c1ccccc1N/N=C/c1ccccc1,-6.2,-4.2,-2.0,7.6,0.2,-0.1,11.4,-0.4,0.1
Cc1ccc(S(=O)(=O)N(C)c2ccc(OCC(=O)OCc3ccc(C#N)cc3)cc2)cc1,0.4,-1.4,0.4,0.3,0.4,-1.6,-3.5,/,-1.3
# Next part.
SMILES,PrPC TRFRET,CCHFV vOTU inh,FBA Mtb inh,BoNT F protease,BoNT A protease,FadD28 FP inh,GDH-TPI inh,Mtb BioA inh,Mtb UGM inh
Cc1ccc(Nc2nc3c([nH]2)c(=O)n(C)c(=O)n3C)cc1,-1.9,2.4,0.7,-5.2,-1.6,-4.5,-0.5,-1.7,-2.5
Cc1ccc(NC(=O)c2ccccc2NC(=O)CCC(=O)O)cc1,-1.1,-6.5,0.3,0.2,0.8,0.1,8.5,/,0.0
Cc1ccc(C(=O)Nc2c(C#N)c(C)c(C)n2Cc2ccccc2)cc1,3.7,4.0,-0.5,0.2,-1.1,-2.0,-3.0,-1.3,-1.2
CCOC(=O)c1ccc(NC(=O)c2cccc(C)c2[N+](=O)[O-])cc1,10.6,6.0,-2.7,-2.1,-1.4,0.0,-1.3,/,0.5
CCOCCCNC(=O)C(c1ccc(Cl)cc1)N(Cc1ccc2c(c1)OCO2)C(=O)CNC(C)=O (configuration not stated),-6.4,-8.9,0.2,-0.9,-0.8,-0.6,5.7,/,1.8
Cn1nc(C(F)(F)F)c2cc(C(=O)Nc3ccc(F)c(Cl)c3)sc21,2.0,7.3,-2.6,-5.0,0.9,-2.5,7.2,/,-1.2
O=C(O)[C@@H](c1ccccc1)N1Cc2ccccc2C1=O,-3.5,2.6,1.3,-37.3,-2.1,0.0,14.4,-1.0,-2.1
Cc1ccc(C)c(CN2C(=O)CSc3ccc(C(=O)N4CCCC4)cc32)c1,6.8,18.5,-0.2,-0.8,-0.2,-2.6,-3.1,2.1,0.1
COc1nnc(-c2ccc(N3CCOCC3)c(NC(=O)c3ccco3)c2)c2ccccc12,-8.7,11.8,1.8,2.5,0.2,-2.6,-5.6,8.2,0.1
Cn1c(=O)c2c(nc(NCCOc3ccc(C(C)(C)C)cc3)n2C)n(C)c1=O,9.1,-4.9,-2.8,0.3,-0.3,-2.1,-4.5,-1.3,0.6
CN(Cc1ccccn1)Cc1nc(Cc2ccccc2Cl)no1,-2.1,-6.9,-4.5,-0.9,-0.4,-3.8,-4.6,/,-0.2
O=C(OCc1csc(-c2ccccc2)n1)c1ccccc1O,-8.4,2.0,1.5,-3.5,0.4,-3.1,-9.8,/,0.9
COc1cc2[nH]c(C(=O)NCC3CCCO3)cc2c(OC)c1OC (configuration not stated),0.8,-16.6,32.2*,12.0,0.8,-2.2,2.9,0.4,-0.6
O=C1NC(=O)/C(=C\c2ccc(Cl)nc2)S1,-8.9,12.3,-5.4,-8.2,-0.2,-1.6,15.6,/,-0.4
Cc1ccc(NC(=S)NNC(=O)c2cn(C)nc2C)cc1,-1.2,6.7,4.3,-12.7,-0.4,-1.7,1.8,1.0,1.0
CCOC(=O)c1cnc2c(c(C3CC3)nn2C)c1N1CCOCC1,-5.0,-8.7,2.0,-0.3,0.3,-2.3,13.3,2.8,-1.1
COc1cc(NC(=O)CSc2ncnc3c2cnn3Cc2ccccc2)cc(OC)c1,-1.9,9.1,2.1,1.0,0.2,-3.0,2.2,-1.4,-0.2
Cc1ccc(-c2nc3c(C)cc(Br)cn3c2Cc2cccc(F)c2)cc1,22.0,-1.0,/,0.6,1.4,/,/,/,/
COc1ccc(C2=NN(C(=O)COc3ncnc4ccccc34)C(c3ccco3)C2)cc1 (configuration not stated),5.8,6.6,5.1,-1.6,-1.1,0.4,4.5,/,-2.9
COc1ccccc1-n1c(-c2ccccc2Br)nc2ccccc2c1=O,-8.1,-4.4,3.0,9.7,2.7,-2.8,1.1,/,2.4
CCOC(=O)c1c(S(=O)(=O)Nc2ccccn2)c(C)n(C)c1C,3.1,-0.1,-0.3,1.5,1.3,-3.6,12.9,-0.8,-2.4
C=CC1=C(C(=O)O)N2C(=O)[C@@H](NC(=O)/C(=N/OCC(=O)O)c3csc(N)n3)[C@H]2SC1,-3.5,5.0,-1.8,30.8,0.4,-4.3,8.8,0.9,-1.6
Cc1c(NC(=O)c2cccs2)cccc1[N+](=O)[O-],-5.0,-16.1,1.2,-5.9,-0.6,0.0,6.8,-0.6,0.5
COc1cccc(/C=C/C(=O)Nc2ccc3c(c2)OCCO3)c1OC,3.2,2.5,-3.6,-4.8,-0.5,-0.8,12.2,/,5.8
CC(/C=N/NC(=O)CSc1ccccn1)=C\c1ccc(C(C)C)cc1,6.2,1.7,0.1,0.1,0.2,-2.1,13.2,/,-0.9

# Quoted from the listing (nine entries):
SMILES,PrPC TRFRET,CCHFV vOTU inh,FBA Mtb inh,BoNT F protease,BoNT A protease,FadD28 FP inh,GDH-TPI inh,Mtb BioA inh,Mtb UGM inh
Cc1ccc(Nc2nc3c([nH]2)c(=O)n(C)c(=O)n3C)cc1,-1.9,2.4,0.7,-5.2,-1.6,-4.5,-0.5,-1.7,-2.5
Cc1ccc(NC(=O)c2ccccc2NC(=O)CCC(=O)O)cc1,-1.1,-6.5,0.3,0.2,0.8,0.1,8.5,/,0.0
Cc1ccc(C(=O)Nc2c(C#N)c(C)c(C)n2Cc2ccccc2)cc1,3.7,4.0,-0.5,0.2,-1.1,-2.0,-3.0,-1.3,-1.2
CCOC(=O)c1ccc(NC(=O)c2cccc(C)c2[N+](=O)[O-])cc1,10.6,6.0,-2.7,-2.1,-1.4,0.0,-1.3,/,0.5
CCOCCCNC(=O)C(c1ccc(Cl)cc1)N(Cc1ccc2c(c1)OCO2)C(=O)CNC(C)=O (configuration not stated),-6.4,-8.9,0.2,-0.9,-0.8,-0.6,5.7,/,1.8
Cn1nc(C(F)(F)F)c2cc(C(=O)Nc3ccc(F)c(Cl)c3)sc21,2.0,7.3,-2.6,-5.0,0.9,-2.5,7.2,/,-1.2
O=C(O)[C@@H](c1ccccc1)N1Cc2ccccc2C1=O,-3.5,2.6,1.3,-37.3,-2.1,0.0,14.4,-1.0,-2.1
Cc1ccc(C)c(CN2C(=O)CSc3ccc(C(=O)N4CCCC4)cc32)c1,6.8,18.5,-0.2,-0.8,-0.2,-2.6,-3.1,2.1,0.1
COc1nnc(-c2ccc(N3CCOCC3)c(NC(=O)c3ccco3)c2)c2ccccc12,-8.7,11.8,1.8,2.5,0.2,-2.6,-5.6,8.2,0.1

# Other compounds follow:
SMILES,PrPC TRFRET,CCHFV vOTU inh,FBA Mtb inh,BoNT F protease,BoNT A protease,FadD28 FP inh,GDH-TPI inh,Mtb BioA inh,Mtb UGM inh
CC(=O)c1ccc(NC(=S)N2CCN(c3cccc(Cl)c3)CC2)cc1,6.9,-14.6,-7.3,-8.0,0.2,-2.6,2.2,2.5,-2.6
O=[N+]([O-])c1cc(Cl)cc(/C=N/NC(=S)Nc2ccc(S(=O)(=O)N3CCOCC3)cc2)c1O,-7.0,39.2*,-10.2,-33.8,-0.4,18.3*,19.9,5.4,3.4
COC(=O)Cc1nc(NC(=O)c2cccs2)sc1C,/,/,-1.7,-10.7,-2.2,-4.4,-1.7,-1.0,-0.3
C=CCn1c(O)c(C(CC)=NCCN2CCOCC2)c(=O)[nH]c1=O,5.7,2.4,0.8,10.3,5.0,0.1,3.9,/,0.8
COC(=O)CC1(C(=O)OC)Oc2ccc(Br)cc2C(=O)N1c1ccc(Br)cc1Cl (configuration not stated),12.5,-2.6,-1.1,-9.2,-0.5,-2.6,12.3,/,0.9
COc1cc2[nH]c3c(=O)n(CCN4CCOCC4)cnc3c2cc1OC,4.9,-21.4,59.6*,-15.3,-0.2,-3.0,7.7,-0.8,1.9
O=C(c1ccco1)N1CCCN(Cc2cn[nH]c2-c2ccc(-c3ccccc3)cc2)CC1,-9.8,13.8,-5.3,2.5,-0.5,-6.5,-5.2,/,-1.4
Cc1ccccc1Nc1nc(N)nc(CSc2nnnn2-c2ccccc2)n1,-3.5,1.0,0.5,3.9,0.5,-2.9,0.0,/,-0.7
O=C(O)CNC(=O)C(CS)Cc1ccccc1 (configuration not stated),0.7,2.9,1.2,-1.9,0.2,-2.6,-0.5,0.1,-1.2
CCc1ccccc1NC(=O)CN(C)C(=O)Cn1cc(C(F)(F)F)cc(Cl)c1=O,-6.6,-6.0,2.3,-5.5,-0.6,-1.1,5.1,/,1.5
